Assay outcomes deposited in PubChem BioAssay by several laboratories.
procasp3 activ – activates human procaspase-3; P42574; recombinant procaspase-3 D3A, Ac-DEVD-pNA absorbance 405 nm; activation, % at 8.5 µM; 330,000 tested, 0.11% active;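 active = activation above the mean of all tested compounds plus 3 SD, cut at about 21% in these data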;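 note: 0% = DMSO alone and 100% = DMSO wells spiked with extra 5 µM PC-3 D3A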
Target sequence (P42574 whole entry D9A/D28A/D175A): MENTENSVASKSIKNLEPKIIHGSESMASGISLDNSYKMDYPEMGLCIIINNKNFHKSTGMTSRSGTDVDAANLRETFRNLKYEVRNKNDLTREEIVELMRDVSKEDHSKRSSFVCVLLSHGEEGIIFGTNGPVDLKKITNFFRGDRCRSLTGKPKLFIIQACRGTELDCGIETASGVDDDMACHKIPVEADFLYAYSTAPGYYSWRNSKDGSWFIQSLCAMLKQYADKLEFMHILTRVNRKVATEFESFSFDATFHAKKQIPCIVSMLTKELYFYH
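Assay system – Procaspase-3 D3A mutant · Benchmarks – DMSO low control, extra-enzyme high control · Technique – 405 nm absorbance of p-nitroaniline, reads at 0 and 120 min · Doses – 8.5 µM nominal · Measure – % activation between DMSO and enzyme-spiked controls · Also added – Ac-DEVD-pNA chromogenic peptide substrate · Schedule – 1 h compound preincubation, 2 h substrate hydrolysis at 25 °C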
proCasp7 act – activates human procaspase-7, counter-screen for procaspase-3 activators; activation, % at 8.5 µM; AID 463210; P55210; recombinant procaspase-7, Ac-DEVD-pNA absorbance 405 nm; D23A/D198A/D206A triple mutant, cannot self-cleave; scale: DMSO 0, 5 µM enzyme 100; 330,000 tested, 0.093% active;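 active = percent activation above the screen-wide mean plus 3 SD, cut at about 25% in these data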
Target sequence (P55210 whole entry D23A/D198A/D206A): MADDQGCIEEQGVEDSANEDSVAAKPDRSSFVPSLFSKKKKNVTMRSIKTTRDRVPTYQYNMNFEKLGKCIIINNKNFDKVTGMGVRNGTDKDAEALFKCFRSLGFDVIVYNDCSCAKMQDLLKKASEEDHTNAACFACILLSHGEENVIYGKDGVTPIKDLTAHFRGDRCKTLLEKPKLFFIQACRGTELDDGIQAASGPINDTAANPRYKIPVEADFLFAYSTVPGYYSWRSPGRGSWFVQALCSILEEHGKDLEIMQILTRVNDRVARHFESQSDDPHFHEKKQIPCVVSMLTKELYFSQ
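System: Uncleavable procaspase-7 mutant enzyme; Amount: 2 µM procaspase-7 mutant as dispensed; Schedule: 1 h compound preincubation, 2 h substrate cleavage, 25 °C; Measured by: 405 nm absorbance of p-nitroaniline; Evaluation: percent activation from buffer-corrected 0–120 min absorbance change; Control set: low DMSO alone, high DMSO plus 5 µM PC-7.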
GASC-1 inh – human JMJD2C demethylase inhibition | 330,000 tested, 0.069% active | Q9H3R0 | GST-JMJD2C(1-420) H3K9me3 demethylation, DELFIA europium | inhibition, % at 2.35 µM;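 active = more than half of a compound's replicate wells show inhibition beyond 50%, single wells judged on their own value; inconclusive = some, but no more than half, of replicates pass 50% inhibition; inactive = no replicate passes 50% inhibition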;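 note: signal counts dimethyl H3K9 product captured on neutravidin plate; 0% = median of DMSO wells and 100% = 0.3 times that DMSO median; strong numbers were not always called active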
core dimer inh – HCV core protein dimerization inhibition; TR-FRET GST/Flag-core106 dimerization, 1536-well; inhibition, % at 5 µM; 300,000 tested, 0.33% active; AID 1899;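 active = inhibition above the mean of all tested compounds plus 3 SD, set per screening campaign, cut at about 45% in these data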
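Assay system: tagged HCV core106 pair (GST and Flag); medium: KF-containing HEPES buffer, pH 7.45, DTT, CHAPS, BSA; also added: Eu donor and XL665 acceptor anti-tag antibodies; dosing: 5 µM single dose; timing: compound-protein-antibody incubation 4 h at 22.5 °C; signal: TR-FRET 671 and 617 nm emission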
CTSL1 counter – blocks F. hepatica cathepsin L1 in PFM18AAP counter-screen; recombinant F. hepatica cathepsin L1, Z-Leu-Arg-MCA fluorescence; inhibition, % at 5.96 µM; 300,000 tested, 0.49% active;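 active = inhibition above the mean of all tested compounds plus 3 SD, set per screening campaign, cut at about 17% in these data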;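 note: 0% = plate median of test compound wells and 100% = 1 µM Z-Phe-Ala-diazomethylketone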
PP1 inh – PP1-alpha (human) inhibition in PP5 counter-screen | P62136 | purified PP1alpha, OMFP fluorescence | inhibition, % at 6.7 µM | 320,000 tested, 0.9% active | AID 2235;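 active = inhibition above the mean inhibition of all tested compounds plus 3 SD, computed separately for each screening campaign, cut at about 15% in these data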
Target sequence (P62136 whole entry, looked up): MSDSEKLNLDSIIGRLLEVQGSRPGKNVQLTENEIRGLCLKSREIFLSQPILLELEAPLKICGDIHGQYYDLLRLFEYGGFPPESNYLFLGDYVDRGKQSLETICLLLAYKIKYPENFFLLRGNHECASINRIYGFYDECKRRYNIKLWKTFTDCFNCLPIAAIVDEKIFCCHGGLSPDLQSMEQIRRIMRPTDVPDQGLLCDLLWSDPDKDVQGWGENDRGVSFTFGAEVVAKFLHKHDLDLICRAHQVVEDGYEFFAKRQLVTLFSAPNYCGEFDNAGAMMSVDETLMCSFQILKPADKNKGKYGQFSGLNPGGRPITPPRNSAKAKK
Efflux pump inh – blocks antifungal efflux pumps in multiplex yeast assay; inhibition, % at 10 µM; AID 485275; 330,000 tested, 0.44% active; S. cerevisiae Candida pump triplex, Nile Red efflux;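 active = plate passing quality check with inhibition over a set limit, or well fluorescence over plate mean plus 4 SD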;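 note: Nile Red retained in pooled yeast measured as flow cytometry median fluorescence; 0% = buffer negative control and 100% = Enniatin B positive control; higher means more Nile Red kept so more efflux inhibition; some compounds called inactive have numbers as strong as hits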
PP5 primary – inhibitors of human protein phosphatase 5 (PP5); purified PP5c, OMFP substrate fluorescence; inhibition, % at 6.7 µM; 320,000 tested, 0.18% active; AID 1987;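 active = inhibition above the campaign's mean inhibition across all tested compounds plus 3 SD, cut at about 9.5% in these data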;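 note: 0% = DMSO only and 100% = 100 µM cantharidin control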
TPT1 inhibitor – blocks Candida albicans tRNA 2'-phosphotransferase. 300,000 tested, 0.81% active. recombinant caTPT1, FP RNA substrate dephosphorylation. AID 1962. inhibition, % at 5 µM;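 active = inhibition above the mean of all tested compounds plus 3 SD, set per screening campaign, cut at about 24% in these data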;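 note: plate controls were DMSO alone for no effect and ferristatin control at 100 nM for full effect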
An asterisk follows results filed as active; ? = inconclusive; . = no result given; & = joins results of further samples.

SMILES	procasp3 activ	proCasp7 act	GASC-1 inh	core dimer inh	CTSL1 counter	PP1 inh	Efflux pump inh	PP5 primary	TPT1 inhibitor
Cc1ccc(OCCCCN2CCc3ccccc3C2)cc1	-7	-12	2	-4	5	1	-0.1	2.9	-2
CC(/C=N/NC(=O)c1cc(-c2ccncc2)nc2ccccc12)=C\c1ccco1	-5	2	-1	7	7	4	0.2	1.9	6
CC(C)[C@H](NC(=O)N1CC(=O)Nc2ccccc21)C(=O)N[C@@H](C(=O)O)c1ccccc1	-4	-16	-11	6	-2	-1	0.0	2.1	1
CC(C)(C)C(=O)Nc1ccccc1C(=O)OCC(=O)c1ccc2c(c1)OCCO2	6	3	-24	1	-1	1	-0.4	3.7	1
Cc1nn(CC(=O)NC(C)c2ccccc2)c(C)c1[N+](=O)[O-] (stereo unspecified)	0	-13	3	-2	-3	0	-0.1	2.4	-1
CC(=O)[C@@]1(O)CCC2C3CC[C@H]4C[C@@H](O)CC[C@]4(C)C3CC[C@@]21C (stereo partly specified)	5	-1	0	.	.	.	0.0	.	.
O=S(=O)(Nc1cccc(S(=O)(=O)N2CCCC2)c1)c1cccc(Br)c1	-7	-6	-17	.	.	-3	0.2	-1.8	.
Cc1ccc(NC(=O)CCn2c(=O)[nH]c3ccsc3c2=O)cc1F	4	10	-26	-6	0	0	0.2	0.8	2
CC(C)N1CCC(N2CCN(Cc3ccc(C#CC(C)(C)O)s3)CC2CCO)CC1 (stereo unspecified)	7	7	-1	1	2	-6	0.0	0.6	3
CCC(=O)N1CCc2cc(Br)cc(S(=O)(=O)NCCN3CCCCC3C)c21 (stereo unspecified)	0	3	-13	-5	0	-4	0.0	1.6	-7
CCOC(=O)C(C)Oc1cccc2c(=O)n(CC(=O)NCc3ccc4c(c3)OCO4)ccc12 (stereo unspecified)	10	2	0	8	1	-5	0.2	0.3	-3
COc1ccc2c(c1)C(C)=CC(C)(C)N2C(=O)CSc1nnc(-c2ccc(C)cc2)o1	1	-5	28	1	0	3	-0.1	3.1	-1
O=C1c2ccccc2C(=O)N1CN(C(=O)c1ccccc1)c1ccc(O)cc1	-1	-19	-14	-7	4	-4	0.0	-2.0	-2
O=C1Nc2ccccc2N(O)N1c1cc(-c2ccccc2)[nH]n1	-7	-1	5	0	0	0	0.0	-1.4	2
CCCc1ccc(Oc2cc(N3CCOCC3)nc(-c3ccccc3)n2)cc1	3	2	-8	-2	0	0	-0.1	0.6	2
COc1cccc(C(C(=O)NC(C)(C)C)N(C(=O)CCC(=O)Nc2cc(C)on2)C(C)C)c1OC (stereo unspecified)	5	-7	44&3	0	-1	-3	0.1	-0.9	-4
CCCC(=O)Nc1ccc(NC(=O)C2CC2)cn1	13	-1	1	-2	0	0	-0.2	-1.1	-4
COc1ccc(CC(NC(C)=O)C(=O)NC2CCN(C(=O)NCc3ccccc3)CC2)cc1 (stereo unspecified)	16	3	-12&-3	0	-2	-3	0.2	1.1	-2
O=C(OCCCN=C1NS(=O)(=O)c2ccccc21)c1ccccc1	6	-3	11	-5	0	-3	0.0	-0.4	-1
O=C(/C=C/c1c(F)cccc1Cl)NCc1ccco1	5	5	4	3	-5	1	-0.4	0.5	1
Cc1ccc(OCCSc2nc3ccccc3n2CC(=O)O)cc1	-6	9	38	-4	2	-1	0.1	2.7	1
CCOC(=O)N/N=C(/C)c1cccc(-n2cnnn2)c1	-8	-1	-1	-3	4	11	0.0	-8.9	-1
O=C1CCCc2c1cc(-c1ccccc1)n2-c1ccc(O)cc1	4	11	?	1	-1	3	-0.1	0.4	2
COc1ccc(CN2CCN(Cc3c[nH]c4ccccc34)CC2)cc1	3	-4	-2	5	-1	1	0.1	4.3	4
O=C(c1cnn2c1NC(c1ccc(Br)cc1)CC2C(F)(F)F)N1CCN(C23CC4CC(CC(C4)C2)C3)CC1 (stereo unspecified)	2	6	-5	13	5	-3	0.0	0.2	-2
COc1ccc(S(=O)(=O)NCc2c(-c3ccccc3)noc2C)c(OC)c1	5	-3	1	2	-1	-2	0.0	-1.9	3
COc1ccc(COc2cc(-c3cccc(OC)c3)nc3ccc(NC(C)=O)cc23)cc1	0	-1	-6	0	2	1	0.0	3.9	-1
NC(=O)CC(NC(=O)Cc1cccc2ccccc12)c1ccc(NCCN2CCCC2)c([N+](=O)[O-])c1 (stereo unspecified)	-7	-2	-2	1	-4	-3	0.0	2.3	0
O=C1[C@H]2[C@@H](c3ccc(F)cc3)N3C(=O)N(c4cccc(Br)c4)C(=O)[C@@]3(Cc3ccccc3)[C@H]2C(=O)N1C1CCCCC1	-3	-8	3	12	-1	6	0.5	-3.0	-4
CCSc1ccccc1C(=O)Nc1ccc(S(=O)(=O)NC(C)=O)cc1	6	9	-7	-1	-2	-4	-0.1	0.3	-7
COc1ccc(NS(=O)(=O)c2c(C)[nH]c(=O)[nH]c2=O)c(OC)c1	0	4	14	-1	-1	-4	-0.1	-2.1	-1
Cc1ccc(C)c(CN2CCSCC2)c1	-1	-6	-2	-3	-1	3	0.1	3.0	0
Cc1cc(C)nc(/N=C(\NC(=O)C(C)(C)C)Nc2ccc(F)cc2)n1	3	-1	-3	-6	2	-2	0.0	-0.9	-3
O=C(CO/N=C/c1ccccc1OC(F)F)NC1CCCC1	3	13	15	7	-3	-2	0.0	1.4	-1
Cc1ccc(N(CC(=O)N2CCN(c3ccc(F)cc3)CC2)S(=O)(=O)c2c(C)nn(C)c2C)cc1	2	7	-28	-12	-3	-1	0.0	3.3	1
CN=C1S/C(=C\c2ccc(OCC(=O)OC)c(OC)c2)C(=O)N1C	-3	5	3	-12	6	-2	-0.2	4.5	-3
Cc1ccc(C(=O)CCC2CCCC2=O)cc1 (stereo unspecified)	3	6	9	-1	-5	-5	0.0	0.4	-2
Cc1cc(C(=O)OCC(=O)Nc2cc(Cl)ccc2C)c(C)o1	1	-1	7	.	.	-3	0.0	-1.9	.
CCCCC1=CC2=C(c3ccco3)C(=O)C(C)(OC(=O)c3ccc(OC)cc3)C(=O)C2=CN1CCc1ccccn1 (stereo unspecified)	-1	-7	-5	24	4	0	0.0	1.6	1
Cc1cccc(CS(=O)(=O)c2nnc([C@H](Cc3ccccc3)NC(=O)OC(C)(C)C)o2)c1	-21	-10	-12	-4	31*	-2	0.3	-3.2	67*
O=C(NCc1ccco1)c1ccc2c(=O)n(-c3ccccc3)c(=S)[nH]c2c1	-8	5	-1	1	2	3	-0.2	-0.6	1
O=C1C=C(NCc2ccccc2)C2(CCCCC2)O1	1	3	5	-6	-2	0	-0.2	1.1	-1
CCCCn1cnc2sc(-c3ccccc3)cc2c1=O	11	0	9	9	2	-2	0.3	2.5	2
CC(C)c1ccc(/C=N/NC(=O)c2ccccn2)cc1	1	4	-6	3	1	1	0.0	1.2	1
O=c1/c(=C/c2ccccn2)sc2n1CN(c1ccccc1)CN=2	7	9	-1	12	0	-2	0.0	-0.6	-1
Cc1cccc(Nc2nc(NCc3ccco3)nc(N3CCOCC3)n2)c1	7	6	56	0	3	4	-0.1	-0.9	2
COc1ccc(NC(=O)C(NC(C)=O)C(=O)NCc2ccccc2)cc1 (stereo unspecified)	-1	19	-8	2	-7	-2	0.2	0.1	2
Cn1c(=O)c(C(=O)COc2ccc(C#N)cc2)c(N)n(Cc2ccccc2)c1=O	-3	11	-13	4	2	0	-0.4	-0.5	-3
COc1ccc(S(=O)(=O)Nc2cccc(-c3ccc4nncn4n3)c2)c(OC)c1	-9	-14	3	-1	0	1	-0.1	-0.1	-2
CSc1nc2ccc(NC(=O)C3CC(=O)N(Cc4ccco4)C3)cc2s1 (stereo unspecified)	5	5	1	3	-1	-2	0.1	2.7	-2

An excerpt from above in order of their number in GASC-1 inh, largest number first:
mol	GASC-1 inh
CCCCn1cnc2sc(-c3ccccc3)cc2c1=O	9
O=C1C=C(NCc2ccccc2)C2(CCCCC2)O1	5
CC(C)c1ccc(/C=N/NC(=O)c2ccccn2)cc1	-6

(next part)
SMILES	procasp3 activ	proCasp7 act	GASC-1 inh	core dimer inh	CTSL1 counter	PP1 inh	Efflux pump inh	PP5 primary	TPT1 inhibitor
Cc1n[nH]c(C)c1NC(=O)c1cc([N+](=O)[O-])ccc1Cl	-1	3	-2	-7	1	-1	0.1	1.6	0
O=C(Nc1ccc(S(=O)(=O)N2CCCCC2)cc1)c1ccccc1F	-3	2	-4	-2	-5	1	0.0	2.2	1
CC(OC(=O)c1ccc(S(=O)(=O)N(C)C)cc1)C(=O)Nc1ccc(Cl)cn1 (stereo unspecified)	-2	-7	-21	5	-13	-5	0.5	2.1	-3
O=C(N/N=C/c1ccc(-c2cccc(C(F)(F)F)c2)o1)c1cccc(F)c1	-53	-64	-37	-7	3	3	0.0	5.4	-2
Cc1nn(Cc2ccc(F)cc2)c(C)c1NC(=O)c1cnn2cccnc12	7	12	4	-1	0	-6	0.1	-2.1	2
CC1CN(C(=O)Nc2ccc3c(c2)OCO3)CC(C)O1 (stereo unspecified)	-2	-31	9	-3	-5	-3	-0.1	2.1	-2
c1cnc(SCCOc2ccc3c(c2)CCC3)nc1	1	-7	-33	0	-4	1	0.2	-0.1	-1
Cn1ncc([N+](=O)[O-])c1C(=O)Nc1ccccc1C(=O)O	-5	1	5	-3	1	-1	0.0	-1.7	3
CCOC(=O)c1c(NC(=O)CC(C)C)sc(C(C)=O)c1C	-4	5	-1	14	4	-1	-0.2	3.1	-2
CC(C)(C)c1ccccc1OCC(=O)NCc1ccccc1	-7	-3	7	4	-1	2	0.4	4.9	0
O=C(c1c(O)c2ccccc2oc1=O)C1CCCCC1	9	-5	1	-2	-1	-1	0.1	-0.7	-3
CCOC(=O)C1CCN(Cc2ccc(OC)c(C)c2OC)CC1	-3	2	3	-1	2	-2	0.0	0.5	1
Cc1sc2ncnc(N3CCC(C(=O)NNC(=O)c4ccc(F)cc4)CC3)c2c1C	16	-3	-7	3	1	-1	0.0	-1.1	2
CN(C)C(=O)CSc1ncnc2scc(-c3ccccc3)c12	-2	4	7	6	-4	2	0.1	3.1	-2
Cn1c(=O)[nH]c(=O)c2c1nc(CN1CCOCC1)n2CCCO	6	-2	0	-5	1	-1	-0.2	5.0	-1

Complete entries from above. Screens in order: procasp3 activ, proCasp7 act, GASC-1 inh, core dimer inh, CTSL1 counter, PP1 inh, Efflux pump inh, PP5 primary, TPT1 inhibitor
`Cc1sc2ncnc(N3CCC(C(=O)NNC(=O)c4ccc(F)cc4)CC3)c2c1C` as listed: 16, -3, -7, 3, 1, -1, 0.0, -1.1, 2
`O=C(c1c(O)c2ccccc2oc1=O)C1CCCCC1` as listed: 9, -5, 1, -2, -1, -1, 0.1, -0.7, -3
